DDE Tn7 FP inh: inhibitors of Tn7 peptide binding to fibrin DD(E), primary screen, biochemical, fluorescence polarization, human fibrin, Tn7 probe; FP displacement of FITC-Tn7 peptide from fibrin DD(E); 0% = median of compound wells per plate; AID 720508, 2013; hit rate 0.13% among 370,000; inhibition, % at 8.3 µM;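 active = inhibition above the mean of compounds falling within the control limits plus 3 SD of them, cut at about 14% in these data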;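 also: 0% = plate median of compound wells and 100% = 10 µM Aha-Tn7 peptide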
Target sequence (P02675 whole entry, looked up): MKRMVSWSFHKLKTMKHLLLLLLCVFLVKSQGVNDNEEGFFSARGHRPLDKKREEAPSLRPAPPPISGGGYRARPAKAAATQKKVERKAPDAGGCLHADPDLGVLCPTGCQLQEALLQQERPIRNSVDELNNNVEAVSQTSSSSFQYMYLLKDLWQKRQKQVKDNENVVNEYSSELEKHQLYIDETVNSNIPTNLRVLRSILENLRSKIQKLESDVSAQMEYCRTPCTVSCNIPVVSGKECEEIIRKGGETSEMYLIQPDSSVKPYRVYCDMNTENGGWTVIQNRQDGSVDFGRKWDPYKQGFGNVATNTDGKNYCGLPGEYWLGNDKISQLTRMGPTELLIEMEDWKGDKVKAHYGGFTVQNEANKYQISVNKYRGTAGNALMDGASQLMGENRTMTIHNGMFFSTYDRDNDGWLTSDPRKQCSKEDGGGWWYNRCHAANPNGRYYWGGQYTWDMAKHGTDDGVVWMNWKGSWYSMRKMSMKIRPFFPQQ
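Assay system: human fibrin DD(E). Input: DD(E) 2 µM final. Medium: Tris buffer with calcium and detergent, pH 7.8. Compound dosing: single point at 8.3 µM. Timing: 10 min plus 3 h, room temperature. Technique: fluorescence polarization of the labelled Tn7 tracer. Read-out: percent inhibition. Replicates: singlicate testing.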
ARFGAP1 inhibitor: inhibitors of rat ARFGAP1 GAP activity, primary screen, biochemical, fluorescence polarization, GDP tracer; ADP-ribosylation factor GTPase-activating protein 1 (Rattus norvegicus), Q62848; Arfgap1-stimulated ARF1 GTP hydrolysis, GDP FP detection; inhibition, % at 16.5 µM; hit rate 0.26% among 360,000; AID 651572, 2012;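 active = inhibition above a per-plate limit, mean inhibition of low control wells plus 3 SD, cut at about 25% in these data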;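 also: 0% = DMSO wells with enzyme and 100% = wells lacking Arfgap1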
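Assay system: Rat Arfgap1 GAP domain (His6, aa 1-136), purified enzyme | Buffer or medium: HEPES 25 mM pH 7.5, NaCl 150 mM, MgCl2, DTT | Schedule: GTP hydrolysis reaction 2 h at 25 °C | Signal: FP of antibody-bound GDP Alexa 633 tracer, ex 620/em 688 nm | Measure: Percent inhibition of Arfgap1-stimulated GTP hydrolysis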
ASAP1 GAP inh: inhibitors of human ASAP1 ArfGAP activity, primary screen, biochemical, fluorescence polarization; hit rate 0.19% among 360,000; Arf-GAP with SH3 domain, ANK repeat and PH domain-containing protein 1 (Homo sapiens), …; ASAP1-stimulated ARF1 GTP hydrolysis, GDP FP detection; AID 624377, 2012; inhibition, % at 16.5 µM; in the data active = inhibition above about 25%;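 also: 0% = vehicle with enzyme and substrate and 100% = no enzyme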
ADAM17 inh: ADAM17 inhibitors, primary screen, biochemical, QFRET | Disintegrin and metalloproteinase domain-containing protein 17 (Homo sapiens), P78536 | recombinant ADAM17, EDANS/DABCYL FRET peptide cleavage | inhibition, % at 6.95 µM | hit rate 0.83% among 370,000 | AID 720648, 2013;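 active = inhibition above the mean of compounds lying between control limits plus 3 SD, set per campaign, cut at about 8.5% in these data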;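 also: 0% = DMSO-only wells as the low control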
ADAM10 inh: human ADAM10 inhibitors, primary screen, biochemical, QFRET, HTS; Disintegrin and metalloproteinase domain-containing protein 10 (Homo sapiens), O14672; recombinant ADAM10, EDANS/DABCYL FRET peptide cleavage, 3 h; inhibition, % at 7 µM; hit rate 0.62% among 370,000;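 active = inhibition above a per-campaign cutoff equal to the mean of compounds falling between control-based bounds plus 3 SD, cut at about 20% in these data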;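 also: 0% = DMSO wells while the 100% control is not disclosed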
Tn6 DDE FP: inhibitors of Tn6 peptide binding to fibrin DD(E), primary screen, biochemical, fluorescence polarization, human fibrin, Tn6 probe. Fibrin DD(E) TRITC-Tn6 fluorescence polarization displacement. inhibition, % at 8.3 µM. hit rate 0.21% among 370,000. AID 720509, 2013;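 active = inhibition above a per-campaign cutoff: mean of compounds within control limits plus 3 SD, cut at about 15% in these data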;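 also: 0% = median of all compound wells on the plate and 100% = blocking peptide control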
PLC-gamma1 inh: PLC-gamma1 enzyme inhibitors, primary screen, biochemical, fluorescence, purified enzyme; hit rate 0.84% among 370,000; inhibition, % at 12.2 µM; fluorogenic substrate; 1-phosphatidylinositol 4,5-bisphosphate phosphodiesterase gamma-1 (Homo sapiens), P19174; in the data active = inhibition above about 9.5%
TDP2 absorb: human TDP2 enzyme inhibitors, primary screen, biochemical, epi absorbance, recombinant enzyme; inhibition, % at 12.8 µM; Tyrosyl-DNA phosphodiesterase 2 (Homo sapiens), O95551; T5PNP hydrolysis, p-nitrophenol absorbance 415 nm; hit rate 0.34% among 370,000;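 active = inhibition above the mean of all tested compounds plus 3 SD, set per campaign, cut at about 25% in these data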;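 also: 0% = DMSO with enzyme and 100% = buffer with substrate but no TDP2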
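Material: recombinant human TDP2; quantity: TDP2 enzyme at 120 nM final; medium: Tris-HCl pH 7.5 with MgCl2; compound: single concentration, 12.8 µM nominal, with 1% DMSO; incubation: 2 h enzyme incubation at 37 °C; signal: epi absorbance; measure: percent inhibition; benchmarks: high control without enzyme, low control DMSO plus TDP2; repeats: singlicate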
SIAE inh: human SIAE inhibitors, primary screen, biochemical, fluorescence polarization, FP-Rh probe, 1536-well HTS. AID 1053197, 2014. hit rate 0.69% among 370,000. SIAE FP-Rh probe binding. inhibition, % at 9.66 µM;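 active = inhibition above a cutoff: mean of compounds within the control limits plus 3 SD of those, cut at about 17% in these data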;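 also: 0% = plate median of compound wells and 100% = probe without SIAE protein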
Target sequence (Q9HAT2 whole entry, looked up): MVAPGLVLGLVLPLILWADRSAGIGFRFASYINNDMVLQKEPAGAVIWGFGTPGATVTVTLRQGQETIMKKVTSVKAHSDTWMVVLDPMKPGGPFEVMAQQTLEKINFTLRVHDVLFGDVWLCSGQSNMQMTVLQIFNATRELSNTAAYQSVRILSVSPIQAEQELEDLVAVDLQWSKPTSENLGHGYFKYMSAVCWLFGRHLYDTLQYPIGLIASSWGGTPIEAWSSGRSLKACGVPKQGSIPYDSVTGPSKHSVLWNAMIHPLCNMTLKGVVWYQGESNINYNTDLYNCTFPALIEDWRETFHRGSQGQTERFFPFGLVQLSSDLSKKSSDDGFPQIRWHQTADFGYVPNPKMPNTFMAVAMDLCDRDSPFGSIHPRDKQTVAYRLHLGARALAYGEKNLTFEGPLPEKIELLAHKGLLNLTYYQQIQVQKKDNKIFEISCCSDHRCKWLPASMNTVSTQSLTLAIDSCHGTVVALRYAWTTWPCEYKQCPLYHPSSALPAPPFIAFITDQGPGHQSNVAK
PLCb3 inh: human PLC-beta3 inhibitors, primary screen, biochemical, fluorescence; Purified PLC-beta3, fluorogenic substrate; inhibition, % at 12.2 µM; AID 720704, 2013; 1-phosphatidylinositol 4,5-bisphosphate phosphodiesterase beta-3 (Homo sapiens), Q01970; hit rate 0.18% among 370,000; in the data active = inhibition above about 11%;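 also: 0% = median of compound wells on plate and 100% = full blocker control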
Active calls of the source: *. An unsorted share of the library, and some 3.6% of all compounds hit somewhere here.

DDE Tn7 FP inh	ARFGAP1 inhibitor	ASAP1 GAP inh	ADAM17 inh	ADAM10 inh	Tn6 DDE FP	PLC-gamma1 inh	TDP2 absorb	SIAE inh	PLCb3 inh	mol
-7	-10	6	-1	2	-8	1	6	-3	1	CCCOc1ccc(N2C(=O)CC(N(CCC)C(=O)CCC(=O)O)C2=O)cc1 (stereo not drawn)
13	-4	1	5	1	1	3	-11	-2	4	CC(=O)Nc1ccc(NC(=O)CSc2ncnn2-c2ccccc2)cc1
8	5	7	-2	-14	1	0	-1	10	-1	Cc1ccc(NC(=O)c2ncn(CCCN[C@H](C)c3cccc4ccccc34)n2)cc1C
-5	5	1	-1	-2	2	-1	-3	-2	3	CC[C@]12c3[nH]c4ccccc4c3CCN1C(=O)C(CC(=O)NCCN1CCOCC1)C[C@@H]2C(=O)N1CCN(C(=O)C2CC2)CC1 (stereo partly drawn)
3	-6	-10	-1	1	-1	-5	-8	1	0	CCCCc1ccc(NS(=O)(=O)c2cccs2)cc1
-1	-10	8	-3	-18	0	-2	3	-2	-10	Cc1cc(C)nc(N2CCCC(C(=O)NCc3ccc4c(c3)OCO4)C2)n1 (stereo not drawn)
2	0	5	3	2	2	3	-11	8	5	CC(=O)N(c1ccccc1C)S(=O)(=O)c1ccc(Cl)cc1
-2	-4	13	-1	-4	-8	3	10	13	1	COc1ccc([C@H]2C[C@@H](O)[C@H](n3cc(COC(=O)c4ccccc4)nn3)CN2C(=O)c2cccs2)cc1
1	1	-1	-1	-2	2	-3	2	1	-6	COc1ccc(NC(=O)CSc2nc3c(c(=O)n2C)SCC3)cc1OC
-5	3	-4	2	3	3	2	-2	-15	1	NC(=O)c1ccc(N2CCCCC2)c(N2C(=O)C3C4C=CC(C4)C3C2=O)c1 (stereo not drawn)

DDE Tn7 FP inh	ARFGAP1 inhibitor	ASAP1 GAP inh	ADAM17 inh	ADAM10 inh	Tn6 DDE FP	PLC-gamma1 inh	TDP2 absorb	SIAE inh	PLCb3 inh	mol
1	-5	9	-7	0	0	2	-10	2	2	CCCSc1nnc(-c2cccc(S(=O)(=O)N(C)C)c2)n1-c1cc(OC)ccc1OC
2	-4	2	-4	-9	0	-4	1	-1	-2	Cc1nn(Cc2ccccc2)c(C)c1NC(=O)CCCn1nc(C)c([N+](=O)[O-])c1C
3	-8	-5	-5	-6	0	-7	-12	5	-1	C=CCC(=O)OCC(=O)Nc1ccc(Cl)cn1
1	-5	3	-1	3	5	-2	9	6	-1	CC1Oc2ccccc2N(Cc2ccccc2F)C1=O (stereo not drawn)
0	5	13	-4	0	-6	0	-3	5	2	CCOc1ccc(C(C(=O)NC2CCCCC2)N(C(=O)c2ccco2)c2ccc(-n3cnnn3)c(C)c2)cc1 (stereo not drawn)
-11	-18	12	-9	-30	1	-57	-3	-36	-61	N#CC1=C(N)SC(N)=C(C#N)C1CCc1ccccc1
-1	3	-3	0	5	-3	1	4	4	-5	O=C(Cn1cnc2cc([N+](=O)[O-])ccc2c1=O)Nc1ccc(N2CCOCC2)cc1
-2	5	-8	0	6	-7	5	-10	-3	3	CCOc1cc(C(=O)OCC(=O)Nc2cccc(C)c2)ccc1OCC(=O)N1CCOCC1
7	-3	-1	-1	2	-1	1	-1	0	-4	Cc1ccc(Sc2nc(C)c([N+](=O)[O-])c(C)c2C#N)cc1
0	6	9	-2	0	0	0	-6	-4	-1	CCC(=O)N1CCC(C)(C(=O)Nc2ccc3c(c2)OCCO3)C1 (stereo not drawn)

Five entries already listed, ordered by their value in ADAM10 inh, highest first:
DDE Tn7 FP inh	ARFGAP1 inhibitor	ASAP1 GAP inh	ADAM17 inh	ADAM10 inh	Tn6 DDE FP	PLC-gamma1 inh	TDP2 absorb	SIAE inh	PLCb3 inh	mol
-1	3	-3	0	5	-3	1	4	4	-5	O=C(Cn1cnc2cc([N+](=O)[O-])ccc2c1=O)Nc1ccc(N2CCOCC2)cc1
-5	3	-4	2	3	3	2	-2	-15	1	NC(=O)c1ccc(N2CCCCC2)c(N2C(=O)C3C4C=CC(C4)C3C2=O)c1 (stereo not drawn)
-7	-10	6	-1	2	-8	1	6	-3	1	CCCOc1ccc(N2C(=O)CC(N(CCC)C(=O)CCC(=O)O)C2=O)cc1 (stereo not drawn)
0	5	13	-4	0	-6	0	-3	5	2	CCOc1ccc(C(C(=O)NC2CCCCC2)N(C(=O)c2ccco2)c2ccc(-n3cnnn3)c(C)c2)cc1 (stereo not drawn)
8	5	7	-2	-14	1	0	-1	10	-1	Cc1ccc(NC(=O)c2ncn(CCCN[C@H](C)c3cccc4ccccc34)n2)cc1C

Further results follow:
DDE Tn7 FP inh	ARFGAP1 inhibitor	ASAP1 GAP inh	ADAM17 inh	ADAM10 inh	Tn6 DDE FP	PLC-gamma1 inh	TDP2 absorb	SIAE inh	PLCb3 inh	mol
-8	7	5	-3	0	2	-1	-5	-12	-6	CCCn1nc(C(=O)Nc2nnc(C3CC3)s2)c2ccccc2c1=O
-2	-11	1	0	8	3	-1	0	-2	-6	O=C(CCC(=O)N1CCN(c2ccccc2F)CC1)N1CCN(c2ccccc2)CC1
3	-4	-4	-8	3	6	-1	7	3	-3	CC(=O)c1c(-c2ccc(Cl)cc2Cl)noc1C
0	1	-12	0	-8	11	2	-8	-16	-6	O=C(CCc1nnc2n(Cc3ccc(F)cc3)c(=O)c3ccccc3n12)NCCCN1CCOCC1
5	-7	4	-3	0	5	-5	4	7	-10	Cc1ccccc1Nc1c(-c2ccccn2)nc2c(C)cccn12
-8	1	-4	-2	4	3	1	0	-3	-4	O=S(=O)(c1ccc(Cl)nc1)N1CCN(c2ncccn2)CC1
-4	-8	5	8.7*	18	-1	4	-21	9	1	Cc1ccc(-c2n[nH]c(=S)n2/N=C/c2cc3c(cc2[N+](=O)[O-])OCO3)cc1
-4	8	12	2	-4	10	-1	-1	-5	-1	O=C(NC(=S)NCc1ccc2c(c1)OCO2)c1ccccc1
-6	0	-3	4	6	5	-2	1	1	-11	O=C(c1ccc(CS(=O)Cc2ccc(Cl)cc2)o1)N1CCN(c2ccccc2F)CC1 (stereo not drawn)
-3	1	4	-7	-24	0	-2	3	3	-4	CCOC(=O)[C@]12CCC=C1N(Cc1ccco1)C(=O)[C@H](CC(=O)N1CCCCC1)C2

DDE Tn7 FP inh	ARFGAP1 inhibitor	ASAP1 GAP inh	ADAM17 inh	ADAM10 inh	Tn6 DDE FP	PLC-gamma1 inh	TDP2 absorb	SIAE inh	PLCb3 inh	mol
-1	5	-6	3	2	4	2	2	7	-4	COc1cccc(CNCc2ccccc2OC)c1
3	-11	12	-1	-13	-2	0	3	-2	-1	Cc1nc2ccccc2c2oc(C(=O)NCCN3CCN(C)CC3)cc12
3	11	3	0	-5	4	0	-18	0	-12	CCc1c(C(=O)Nc2cc(C(=O)OC)ccc2C)csc1C
0	0	-1	-8	-12	5	5	1	-10	-1	CC(NC(=O)/C(C#N)=C/c1cn(-c2ccccc2)nc1-c1ccc(F)cc1)c1ccccc1 (stereo not drawn)
0	0	1	-5	-15	-1	-1	5	-2	-3	O=C1NC(Cc2ccc(O)cc2)c2nc3cc(F)c(F)cc3c(=O)n2-c2ncccc21 (stereo not drawn)
1	2	1	1	-9	9	-1	-10	2	-5	FC(F)Oc1ccccc1NC(=S)Nc1cccnc1
4	-11	-12	2	10	1	1	-5	-2	5	COc1ccccc1C1CC(=O)Oc2cc(OC)c(OC)c(OC)c21 (stereo not drawn)
-1	-5	2	0	16	-1	6	-14	-1	3	CCC(=O)NCCc1nc2cc(NC(=O)c3cccc([N+](=O)[O-])c3)ccc2n1C
6	21	-6	-2	-8	-2	-2	-9	3	-1	O=C(CSc1nnc(-c2cccs2)o1)OC1CCCCC1
1	-8	-6	-3	-14	-6	-34	23	4	-61	NS(=O)(=O)c1ccc(N=Nc2c[nH]c(=O)c(O)c2)cc1

Part of the list above in order of count of non-hydrogen atoms, rising:
DDE Tn7 FP inh	ARFGAP1 inhibitor	ASAP1 GAP inh	ADAM17 inh	ADAM10 inh	Tn6 DDE FP	PLC-gamma1 inh	TDP2 absorb	SIAE inh	PLCb3 inh	mol
1	-8	-6	-3	-14	-6	-34	23	4	-61	NS(=O)(=O)c1ccc(N=Nc2c[nH]c(=O)c(O)c2)cc1
3	11	3	0	-5	4	0	-18	0	-12	CCc1c(C(=O)Nc2cc(C(=O)OC)ccc2C)csc1C
0	0	1	-5	-15	-1	-1	5	-2	-3	O=C1NC(Cc2ccc(O)cc2)c2nc3cc(F)c(F)cc3c(=O)n2-c2ncccc21 (stereo not drawn)

New compounds follow.
DDE Tn7 FP inh	ARFGAP1 inhibitor	ASAP1 GAP inh	ADAM17 inh	ADAM10 inh	Tn6 DDE FP	PLC-gamma1 inh	TDP2 absorb	SIAE inh	PLCb3 inh	mol
4	12	4	-130	-389	-4	-87	-5	6	-94	NNc1ccc2c(C(F)(F)F)cc(C(F)(F)F)nc2n1
5	-2	-8	-4	-1	10	-1	10	14	-12	COc1cccc(/C=C2\SC(=S)N(CCCC(=O)N3CCCCC3)C2=O)c1
-7	0	-3	-3	-17	0	-4	-18	-4	-5	COCC1CCN(Cc2c(C(=O)N3CCOCC3)nc3c(C)cccn23)C1 (stereo not drawn)
-8	2	5	-6	-2	-7	0	10	-1	-157	COc1cccc(C2=NOC(C(=O)N3CCN(Cc4ccccc4)CC3)C2)c1OC (stereo not drawn)
